High-throughput results from PubChem BioAssay.
JMJD2A Tudor inh: qHTS Assay for Inhibitors of JMJD2A-Tudor Domain; Lysine-specific demethylase 4A (Homo sapiens), O75164; AlphaScreen JMJD2A-Tudor / H3K4me3 peptide binding; Potency, µM (series often up to 114 µM), for inactives: top-dose activity change, negative = inhibition, hits mostly inhibitors; hit rate 4.4% among 390,000; AID 504339, 2011; also: % is scaled to controls: 0 for no effect and ±100 for the full control effect; nearly all actives have a fitted effect of over 50% in size
PGK inhibitor: qHTS Assay to Find Inhibitors of Phosphoglycerate Kinase | hit rate 0.043% among 380,000 | Potency, µM (top dose mostly 57.5 µM), without a hit: at the top dose activity change, negative = inhibition, actives largely listed as inhibitors | PGK/GAPDH coupled, Kinase-Glo luminescence, 60 min | AID 602233, 2012; also: % is scaled to controls: 0 for no effect and ±100 for the full control effect; nearly all actives have a fitted effect of over 60% in size
Target sequence (P07378 whole entry, looked up): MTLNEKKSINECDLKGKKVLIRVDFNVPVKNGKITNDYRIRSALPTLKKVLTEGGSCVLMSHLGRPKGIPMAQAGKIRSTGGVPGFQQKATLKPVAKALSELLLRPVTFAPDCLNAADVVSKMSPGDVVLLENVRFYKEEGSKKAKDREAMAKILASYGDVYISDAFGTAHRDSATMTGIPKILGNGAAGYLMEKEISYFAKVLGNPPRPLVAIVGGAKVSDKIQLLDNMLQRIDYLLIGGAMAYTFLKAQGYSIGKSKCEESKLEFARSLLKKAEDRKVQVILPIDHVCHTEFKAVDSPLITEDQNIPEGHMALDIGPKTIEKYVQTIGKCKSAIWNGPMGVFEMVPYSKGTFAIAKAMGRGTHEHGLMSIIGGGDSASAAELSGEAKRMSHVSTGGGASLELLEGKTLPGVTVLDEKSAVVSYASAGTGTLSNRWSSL
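Luminescent ATP detection (Kinase-Glo Plus) follows a 60-minute room-temperature incubation, with wells lacking PGK as controls. Buffer: 100 mM TEA (pH 7.6), 5 mM MgCl2, 0.01% Tween-20. Coupling enzyme GAPDH (100 nM final) supplies unstable 1,3-BPG in-well.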
Pin1 inhibitor: qHTS Assay to Find Inhibitors of Pin1 | Pin1 FP peptide displacement, HiFluor488, 10 min | Potency, µM (top dose mostly 115 µM), for inactives: at the top dose activity, negative = inhibition, usual class: inhibitors | hit rate 0.009% among 390,000 | AID 504891, 2011; active = well fitted inhibition curve with a large enough effect in the polarisation, with a control signal flat, not every such curve was filed as active; inconclusive = small, poorly fitted or top-dose-only effect, or effect the other way, or a change in a side signal; inactive = no such curve, though single readings can be large or run the other way; the % refers to the polarisation; also: % is scaled to controls: 0 for no effect and ±100 for the full control effect
Target sequence (Q13526 whole entry, looked up): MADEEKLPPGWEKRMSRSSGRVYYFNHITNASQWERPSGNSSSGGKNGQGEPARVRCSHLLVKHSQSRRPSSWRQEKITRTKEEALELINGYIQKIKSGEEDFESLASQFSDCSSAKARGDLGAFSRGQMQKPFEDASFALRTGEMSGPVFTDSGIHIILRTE
ERG Ets-DNA blk: qHTS for Small Molecule Inhibitors of the ERG Ets/DNA interaction. hit rate 0.028% among 370,000. Potency, µM (highest dose often 76.9 µM), inactives show top-dose FP activity, negative = inhibition, most hits filed as inhibitors. AID 624246, 2012. Transcriptional regulator ERG (Homo sapiens), P11308. fluorescence polarization, His-ERG Ets domain / labelled DNA; active = well fitted inhibition curve with a large enough effect in the polarisation, with a control signal flat; inconclusive = small, poorly fitted or top-dose-only effect, or effect the other way, or a change in a side signal; inactive = no such curve, though single readings can be large or run the other way; the % refers to the polarisation;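 also: polarization taken with two DNA probes labelled with fluorescein and Texas red; % of control where 0% means no effect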
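His-tagged ERG Ets domain (1 uM in the protein solution; 300mM KCl, 50mM Tris-HCl, 1mM EDTA, 1mM DTT, pH 7.5) received compound, then a probe mix of 5 nM fluorescein-DNA and 100nM Texas-615-DNA. Fluorescence polarization was read for both dyes.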
TrxR1 inh: qHTS Assay for Inhibitors of Mammalian Selenoprotein Thioredoxin Reductase 1 (TrxR1): qHTS | hit rate 1% among 390,000 | Potency, µM (series often up to 114 µM), without a hit: top-dose activity change, negative = inhibition, usual class: inhibitors | AID 588453, 2011 | recombinant rTrxR1, NADPH fluorescence consumption, selenite substrate; also: % is scaled to controls: 0 for no effect and ±100 for the full control effect; nearly all actives have a fitted effect of over 65% in size
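Rat TrxR1 (90 nM in the dispensed reagent) was pre-reduced with 400 uM NADPH for 5 min at room temperature, then incubated with compound for 15 min. After 400 uM selenite was added, NADPH fluorescence (Ex 340/Em 450 nm) was followed for 8 min.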
RGS4 inh: Inhibitors of Regulator of G Protein Signaling (RGS) 4: qHTS. Regulator of G-protein signaling 4 (Homo sapiens), P49798. Transcreener GDP fluorescence polarization, RGS4-accelerated GTP hydrolysis. Potency, µM (series often up to 114 µM), without a hit: at the highest dose activity change, negative = inhibition, actives largely listed as inhibitors. hit rate 0.039% among 390,000. AID 504845, 2011; also: % is scaled to controls: 0 for no effect and ±100 for the full control effect; nearly all actives have a fitted effect of over 75% in size; some results filed as inactive show a strong effect at the top dose
Target sequence (P49798 whole entry, looked up): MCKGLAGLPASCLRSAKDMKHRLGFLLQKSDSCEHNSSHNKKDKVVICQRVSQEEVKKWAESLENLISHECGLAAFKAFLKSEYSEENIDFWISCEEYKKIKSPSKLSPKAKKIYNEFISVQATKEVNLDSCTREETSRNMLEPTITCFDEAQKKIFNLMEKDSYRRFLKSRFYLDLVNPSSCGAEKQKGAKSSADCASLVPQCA
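MLSMR compounds (23 nl, pin-transferred) preincubated 10 min at room temperature with a 500nM (2x) first reagent, then RGS4 at 900nM (2x) plus Transcreener GDP mix added; fluorescence polarization (620/688 nm) read before and after 90 min at 30 °C.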
12-LOX inh: Primary qHTS assay for inhibitors of human arachidonate 12S-lipoxygenase (ALOX12): Round 2; AID 1671190, 2021; Potency, µM (top dose mostly 108 µM), for the others: at the top dose activity change, negative = inhibition, actives largely listed as inhibitors; hit rate 1.1% among 580,000; purified 12hLO, xylenol orange hydroperoxide absorbance; also: % is scaled to controls: 0 for no effect and ±100 for the full control effect
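Purified human 12hLO at 150 nM in 25 mM Hepes, 0.01% Triton X-100, pH 7.0, preincubated 15 min at room temperature with compound. Reaction started with 40 uM arachidonic acid, 30 min at room temperature. Hydroperoxide measured by Fe-xylenol orange, 573/405 nm absorbance ratio.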
HP1b binding inh: HTS for Inhibitors of HP1-beta Chromodomain Interactions with Methylated Histone Tails; AID 540317, 2011; AlphaScreen HP1-beta / biotin-H3K9me3 peptide binding; Potency, µM (highest dose often 114 µM), without a hit: at the top dose activity change, negative = inhibition, usual class: inhibitors; hit rate 0.56% among 390,000; Chromobox protein homolog 1 (Homo sapiens), P83916; also: nearly all actives have a fitted effect of over 70% in size; inactives centre near 23
Target sequence (P83916 whole entry, looked up): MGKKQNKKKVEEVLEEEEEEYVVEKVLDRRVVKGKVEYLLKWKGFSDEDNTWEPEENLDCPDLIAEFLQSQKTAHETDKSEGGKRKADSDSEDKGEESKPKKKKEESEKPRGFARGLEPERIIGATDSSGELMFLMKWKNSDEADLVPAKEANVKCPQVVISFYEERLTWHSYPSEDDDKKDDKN
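HP1-beta protein (50 nM final) preincubated 30 min at room temperature with biotinylated H3(1-18)K9me3 peptide (50 nM) in PBS pH 7.4, 0.01% Tween-20, then compound added for 30 min. AlphaScreen streptavidin donor/nickel chelate acceptor beads (10 ug/mL final), 30 min dark, luminescence read.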
GLS inhibitor: qHTS for Inhibitors of Glutaminase (GLS); hit rate 0.21% among 410,000; AID 624170, 2012; GLS enzymatic activity, qHTS titration; Potency, µM (series often up to 45.5 µM), without a hit: top-dose activity change, negative = inhibition, usual class: inhibitors; also: % is scaled to controls: 0 for no effect and ±100 for the full control effect
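Glutamate formation by hKGA was monitored fluorometrically using coupled glutamate oxidase, HRP and Amplex Red. Substrate was added as 1 mM L-glutamine solution; incubation was 30 min at RT after an initial read.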
* hit, by the source's call; i = inactive; ? = inconclusive; / = no result given; [ ] = dose if it differs, or a comment. Unless noted, calls follow the shape of the dose curve; as a rule, active = well fitted curve in the direction sought with a large enough effect; inconclusive = small, poorly fitted or top-dose-only effect, or another doubt; inactive = no such curve, though single readings can be large; an effect the other way counts as inactive or inconclusive. Potency is read from the fitted curve at half-maximal effect. These rows are one share of the data, so the mix of outcomes need not match the whole.

JMJD2A Tudor inh | PGK inhibitor | Pin1 inhibitor | ERG Ets-DNA blk | TrxR1 inh | RGS4 inh | 12-LOX inh | HP1b binding inh | GLS inhibitor | Structure
-13% | -10% | 0% | -2% | 16% | 11% | -21% | 26% | -1% | COc1ccc(C2SCC(=O)N2c2ccc(F)cc2)cc1 (configuration not stated)
10%[57.1 µM] | -3% | 3% | 1% | 15%[57.1 µM] | 27%[11.4 µM] | -17% | 20% | 6% | O=C1CCCC2=C1C(c1ccc(Cl)cc1)N1C(=O)CCSC1=N2 (configuration not stated)
-12% | 0% | -4% | -6% | -6% | 2% | 146%[activator] | 25% | 8% | O=C(Nc1ccc(N2CCOCC2)c(F)c1)c1ccncc1
3% | -6% | -2% | 2% | 15% | -16% | 43%[activator] | 43%[activator] | -7% | CN(Cc1ccc(C(C)(C)C)cc1)C(=O)C1CSC2(C)CCC(=O)N12 (configuration not stated)
1% | 3% | 9% | 1% | 9%[57.1 µM] | 18% | 0% | 50%[activator] | 3% | CCC1(CC)C(=O)N(C)C(=O)NC1=Nc1ccc(OC)cc1
2% | -9% | ? | 0% | 1%[57.1 µM] | 0% | -5% | 28% | 1% | C=CCc1cccc2cc(C(=O)NC)c(=O)oc12
-14% | -11% | 27% | 1% | -26% | -1% | 18% | 31%[activator] | -2% | COc1ccc(OC)c(C(=O)Cn2nnc(-c3ccc(N4CCOCC4)cc3)n2)c1
-19% | -5% | ? | 6% | -26% | -7% | -16% | 16% | 5% | C=CCn1c(SCC(=O)N2N=C(c3ccco3)CC2c2ccco2)nnc1-c1ccncc1 (configuration not stated)
50µM* | 1% | -23% | -1% | ? | -5% | ? | ? | 5% | CCCN1CCN(c2ncnc3sc(C(=O)Nc4ccc(N(CC)CC)cc4C)c(C)c23)CC1
-22% | -2% | -5% | 1% | -6%[57.1 µM] | -4% | -12% | 32% | -1% | COCCc1nn2c(=O)cc(COC(=O)c3ccc(C(C)(C)C)cc3)nc2s1
-7% | 0% | 12% | 2% | 23% | 4% | -4% | 21% | -12% | CCc1cccc(NC(=O)CCc2c(C)nc3c(c2C)c(=O)n(C)c(=O)n3C)c1
? | -3% | 9% | -3% | 18%[57.1 µM] | -33% | -8% | -25%[57 µM] | 3% | O=C(CSc1nccn1-c1cccc(Cl)c1)Nc1cccc(C(F)(F)F)c1
-17% | -9% | 8% | -5% | ? | -47% | ? | 21% | 1% | CCn1cc(/C=C(\NC(=O)c2cc(OC)c(OC)c(OC)c2)C(=O)N2CCN(C)CC2)c2ccccc21
-12% | i | 2% | -1% | 12% | 20% | -4% | 29% | 1% | Fc1ccc(OCCOCCOc2cccc3[nH]ccc23)cc1
-7% | -1% | 6% | -3% | -12% | 1%[56.9 µM] | 8% | 31%[activator] | 3% | CC1Sc2ccc(S(=O)(=O)CCC(=O)NC3CCCCC3C)cc2NC1=O (configuration not stated)
-11% | 1% | ? | 9% | 5% | -25% | 253%[activator] | 16% | 2% | O=C(NN=Cc1ccc(N2CCOCC2)cc1)c1cc2ccccc2cc1O
-21% | -1% | -5% | 4% | 17% | -4% | 1% | 27% | 3% | O=C(CSc1nc2ccc([N+](=O)[O-])cc2[nH]1)NC1CCCCC1
-32% | 8% | -1% | -14% | -13%[57.1 µM] | -21% | ? | -1% | 14µM* | CN(C)c1ccc(NC(N)=S)cc1
-18% | -1% | 22% | -1% | -13% | -7% | -15% | 32% | 10% | COC(=O)[C@@H]1C[C@@H]2CC[C@@H](O)C[C@@H]2N1Cc1ccc(Cl)cc1
13% | -5% | 1% | -5% | 7%[57.1 µM] | -40% | 8% | 57%[activator] | -4% | Cc1ccc(NC(=O)c2c(C)nn(-c3ccccc3)c2Cl)c(C)c1
-12% | -2% | -3% | 6% | 6% | 25% | 5%[57.4 µM] | 11% | -16% | Cc1ccc2oc(=O)c3cnn(CC(=O)NC4CCCCC4C)c3c2c1 (configuration not stated)
-7% | i | 0% | -1% | 8% | 0% | 17% | 46%[activator] | -7% | CCC(=O)N1CCN(C(C)=O)C1c1ccccc1 (configuration not stated)
69%[activator] | 8% | -1% | 0% | 11% | -13% | 10% | 115%[activator] | 11% | CCOC(=O)Cc1ccc(NC(=O)N(C(C)C)C2CCN(C(C)=O)CC2)cc1
-5% | 7% | 3% | -1% | 7% | -2% | -15% | 29% | -4% | O=C(CCc1cn(Cc2ccccc2Cl)c2ccccc12)NC1CCCCC1
1% | -6% | 0% | -2% | 8% | 12% | -21% | 22% | / | COc1cc(-c2nnc(COc3ccc4cc(Br)ccc4c3)o2)cc(OC)c1OC

The last 3 entries of the part above come first, to join the parts:
JMJD2A Tudor inh | PGK inhibitor | Pin1 inhibitor | ERG Ets-DNA blk | TrxR1 inh | RGS4 inh | 12-LOX inh | HP1b binding inh | GLS inhibitor | Structure
69%[activator] | 8% | -1% | 0% | 11% | -13% | 10% | 115%[activator] | 11% | CCOC(=O)Cc1ccc(NC(=O)N(C(C)C)C2CCN(C(C)=O)CC2)cc1
-5% | 7% | 3% | -1% | 7% | -2% | -15% | 29% | -4% | O=C(CCc1cn(Cc2ccccc2Cl)c2ccccc12)NC1CCCCC1
1% | -6% | 0% | -2% | 8% | 12% | -21% | 22% | / | COc1cc(-c2nnc(COc3ccc4cc(Br)ccc4c3)o2)cc(OC)c1OC
-8% | -3% | 5% | -10% | -16%[57.1 µM] | -12% | ? | 25% | -5% | CCC(c1nnnn1CC1CCCO1)N(CCN1CCOCC1)Cc1cc2cc(C)ccc2[nH]c1=O (configuration not stated)
-3% | -14% | 1% | 19% | 4% | -24% | -19% | 27% | -2% | CSCCC(NC(=O)c1ccccc1Cl)C(=O)OCC(=O)N1CCCC1=O (configuration not stated)
-9% | -6% | -1% | -5% | -22% | 10% | -24% | 16% | 0% | CNC(=O)/C(C#N)=C/c1c(N2CC(C)OC(C)C2)nc2ccccn2c1=O (configuration not stated)
-16% | 0% | -1% | 3% | 12%[57.1 µM] | -15% | 248%[activator] | 38% | -1% | CCC(=NCc1ccccc1)C1=C(O)C(C(=O)OC)C(C)(C)CC1=O (configuration not stated)
-1% | 4% | 7% | 3% | 11% | 4% | -28% | 45%[activator] | 10% | CC(Oc1cccc(Cl)c1)C(=O)Nc1ccc(S(=O)(=O)Nc2ncccn2)cc1 (configuration not stated)
-32% | -6%[11.5 µM] | 0% | / | 15% | 10% | 22µM* | 1% | 2% | Cc1nc(NCc2ccc3c(c2)OCO3)c2oc3ccccc3c2n1
? | -2% | 46%[activator] | -1% | 4% | ? | -4% | 42%[activator] | -6% | O=C(N/N=C/c1ccccc1)c1ccc(CN2C(=O)c3cccc4cccc2c34)cc1
-4% | i | 0% | -12% | -2%[57.1 µM] | 5% | 3% | 34% | -1% | COc1cc(C(=O)c2c(C)c(CCC#N)n3ccccc23)cc(OC)c1OC
-9% | i | 1% | 2% | 13% | 4% | -8% | 11% | 1% | O=S(=O)(c1cccc(S(=O)(=O)N2CCCC2)c1)N1CCCCC1
? | 5% | 3% | / | -9% | 15% | -12% | -17% | 12% | O=C(C1CCCN(S(=O)(=O)c2ccccc2[N+](=O)[O-])C1)N1CCN(c2ccccc2)CC1 (configuration not stated)
-10%[57.1 µM] | 0% | -9% | 0% | -7% | 17% | 0% | -10% | -18% | Cc1ccc(S(=O)(=O)NCCN(CCNS(=O)(=O)c2ccc(C)cc2)S(C)(=O)=O)cc1
5% | 2% | -1% | -1% | 10% | 6% | -10% | 31% | -1% | CCOc1ccc(CN(C)C(C)C(=O)NCc2ccccc2)cc1 (configuration not stated)
-17% | -8% | -5% | -9% | 32%[57.1 µM] | -4% | 2% | 0% | -2% | O=C(CN1CCOCC1)Nc1cccc(S(=O)(=O)N2CCCCCC2)c1
89µM* | -4% | -13% | -13% | 23% | 9% | ? | 23% | 24% | O=C(O)c1cccc(Sc2cc(Cl)ccc2C(=O)O)c1
1% | 9% | -6% | -3% | 1%[57.1 µM] | -5% | 22% | 33% | -1% | COC(=O)c1nccc2c1[nH]c1ccccc12
-11% | / | -1% | -8% | 26%[57.1 µM] | 13% | -3% | 15%[57 µM] | 5% | Cc1ccc(-c2nc(SCC(=O)N3CCc4ccccc43)c3c(=O)n(C)c(=O)n(C)c3n2)cc1
12%[11.4 µM] | i | -4% | -1% | -4% | -18%[11.4 µM] | 0% | -10% | -2% | COc1ccccc1NC(=O)C(C/C=C(/C)Cl)C(C)=O (configuration not stated)
2% | 6% | 3% | -6% | 16%[57.1 µM] | 30% | 14% | 16% | 2% | CCOC(=O)C1CCN(C(=O)CCc2nc3ccccc3[nH]2)CC1
28µM* | -8% | 0% | 2% | -22% | 4% | ? | 27% | 5% | Cc1ccc(C(C)C)c(OCCNCc2ccccc2)c1
